EPAC2 agonist = EPAC2 (human) agonism. Potency, µM (titrated, usually from 154 µM), for inactives: top-dose activation, hits mostly activators. 360,000 tested, 0.079% active. EPAC2 activation, biochemical qHTS; response scale: 100% = 6.5 mM cAMP response. Q8WZA2; further: potency means the concentration at half of the fitted maximal effect; nearly all actives have a fitted effect of over 50% in size
Target sequence (Q8WZA2 whole entry, looked up): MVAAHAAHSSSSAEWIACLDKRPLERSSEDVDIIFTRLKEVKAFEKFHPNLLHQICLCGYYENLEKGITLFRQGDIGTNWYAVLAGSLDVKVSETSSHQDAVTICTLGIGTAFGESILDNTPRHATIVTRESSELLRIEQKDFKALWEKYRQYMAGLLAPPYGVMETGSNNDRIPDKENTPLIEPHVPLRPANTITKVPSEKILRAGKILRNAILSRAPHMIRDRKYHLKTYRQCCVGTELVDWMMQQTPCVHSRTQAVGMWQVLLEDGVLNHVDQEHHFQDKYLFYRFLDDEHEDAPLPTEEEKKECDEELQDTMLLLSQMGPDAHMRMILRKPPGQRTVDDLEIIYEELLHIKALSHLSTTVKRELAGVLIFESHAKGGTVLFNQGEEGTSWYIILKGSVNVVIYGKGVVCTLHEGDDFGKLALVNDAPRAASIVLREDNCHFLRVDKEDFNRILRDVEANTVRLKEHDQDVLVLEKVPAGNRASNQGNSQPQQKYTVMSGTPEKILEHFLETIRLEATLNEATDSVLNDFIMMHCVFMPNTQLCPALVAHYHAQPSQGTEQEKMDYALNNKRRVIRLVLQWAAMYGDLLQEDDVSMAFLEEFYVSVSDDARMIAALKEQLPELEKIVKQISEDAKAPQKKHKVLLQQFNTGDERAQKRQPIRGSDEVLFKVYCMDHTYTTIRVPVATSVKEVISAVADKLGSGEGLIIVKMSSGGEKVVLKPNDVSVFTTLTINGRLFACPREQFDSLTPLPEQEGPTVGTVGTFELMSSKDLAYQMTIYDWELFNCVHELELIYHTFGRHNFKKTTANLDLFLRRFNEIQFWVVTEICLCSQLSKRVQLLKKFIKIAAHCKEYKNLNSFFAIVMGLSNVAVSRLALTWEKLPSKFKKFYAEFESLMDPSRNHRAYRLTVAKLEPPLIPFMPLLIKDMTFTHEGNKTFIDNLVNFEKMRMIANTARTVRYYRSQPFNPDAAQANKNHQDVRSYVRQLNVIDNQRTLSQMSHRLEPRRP
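Compounds were added across a concentration range to EPAC2 (100 nM), RAP1B-BODIPY-GDP (250 nM) and GDP (50 uM). After 5 min at room temperature, fluorescence was recorded at 5-min intervals for 30 min.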
EPAC2 antag = antagonists of human EPAC2; Potency, µM (titrated, usually from 114 µM), for inactives: at the highest dose activity, negative = inhibition, most hits filed as inhibitors; Q8WZA2; EPAC2 GEF exchange of Rap1B-BODIPY-GDP, fluorescence; 360,000 tested, 0.18% active; further: potency means the concentration at half of the fitted maximal effect; on the % scale 0 is the no-effect control and ±100 the full control effect; nearly all actives have a fitted effect of over 45% in size; many of its hits are not listed in these tables
A549 tox = A549 cytotoxicity, counter-screen for Nrf2 inhibitors | A549 ARE-Fluc cells, CellTiter-Fluor viability, 18-24 h | Potency, µM (top dose mostly 46 µM), inactives show top-dose activity change, negative = cytotoxicity, hits mostly inhibitors | 390,000 tested, 0.16% active | AID 504648; further: potency means the concentration at half of the fitted maximal effect; on the % scale 0 is the no-effect control and ±100 the full control effect
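A549 ARE_Fluc cells in 5% FBS OPTI-MEM were exposed to compounds in concentration-response for 18-24 h at 37 deg C. Viability was read by CellTiter-Fluor fluorescence (Ex 405/Em 525) after 30 min, before the luciferase read.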
TGFb inhibitor = TGF-b pathway inhibition; HepG2 CAGA-GFP TGF-b/SMAD3 reporter, GFP fluorescence, 18 h; TGF-beta stimulated, 500 pg/mL final; AID 588855; Potency, µM (doses to about 46.1 µM), inactives show top-dose activity, negative = inhibition, most hits filed as inhibitors; 410,000 tested, 1.2% active; further: potency means the concentration at half of the fitted maximal effect; on the % scale 0 is the no-effect control and ±100 the full control effect; nearly all actives have a fitted effect of over 65% in size
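HEPG2 CAGA-GFP cells (1000/well, DMEM with 1% FBS) were pre-incubated 2 h at 37 degrees C, given compound by pin tool, then stimulated with TGF-beta at 500 pg/mL final for 18 h before per-cell GFP fluorescence imaging.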
Akt phos inh = Akt phosphorylation inhibition | activity change, % for hits at 50 µM | Neuro2A IGF-stimulated pAkt S473 HTRF, 20 min; stronger effect = lower value | AID 651550 | 360,000 tested, 0.32% active; in the data active means activity change below about -80%; inconclusive means mostly about -51% to -80%; further: on the % scale 0 is the no-effect control and ±100 the full control effect
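Single-point screen (50 µM final compound) in Neuro2A cells stimulated 20 min with 6 nM IGF at 37 deg C. After lysis, Ser473-phosphorylated Akt read by HTRF (ex 330 nm, em 615/665 nm) as the 665/615 ratio.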
Nrf2 inh = blocks Nrf2 signaling; A549 ARE-Fluc reporter, luciferase luminescence, 18-24 h; AID 504444; Potency, µM (highest dose often 46 µM), inactives show at the highest dose activity change, negative = inhibition, usual class: inhibitors; 360,000 tested, 2.1% active; further: potency means the concentration at half of the fitted maximal effect; on the % scale 0 is the no-effect control and ±100 the full control effect; nearly all actives have a fitted effect of over 60% in size
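Nrf2 function is reported as luminescence of an ARE-controlled luciferase in A549 cells. Compounds were tested at several concentrations, and a CellTiter-Fluor read on the same wells flagged cytotoxicity.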
Nrf2 ARE act = Nrf2 pathway activation | AREc32 ARE-luciferase reporter (MCF7-derived line), luminescence, 24 h | Potency, µM (top dose mostly 46.1 µM), for the others: at the top dose activation, usual class: activators | 410,000 tested, 0.31% active | AID 624171; further: potency means the concentration at half of the fitted maximal effect; % of control where 0% means no effect; nearly all actives have a fitted effect of over 65% in size
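For detection, Steady-Glo was added and plates sat 30 min at RT; before that, AREc32_Fluc cells grown overnight in OPTI-MEM/5% FBS had been treated with 23 nL compound for 24 hr at 37 deg C.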
CCT chaperon mod = changes cytosolic chaperonin activity. purified chaperonin ATPase assay, HTRF ADP detection, 30 min. activity change, % (concentration not given with the values), hits read low. 360,000 tested, 0.3% active; in the data active means activity change below about -30%; further: on the % scale 0 is the no-effect control and ±100 the full control effect
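Enzyme 40 or 20 nM (batch-dependent) in Tris pH 7.4/KCl/MgCl2/DTT; cpd 76 uM single point; ATP 10 uM; 30 min 37 °C; Transcreener ADP HTRF detection, 30 min RT; ratio 665/615.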
Mm-Cpn inhibitor = blocks the Methanococcus maripaludis chaperonin Mm-Cpn | purified Mm-Cpn ATPase, ADP Transcreener TR-FRET | Potency, µM (top dose mostly 76.9 µM), for inactives: top-dose activity, negative = inhibition, actives largely listed as inhibitors | 330,000 tested, 0.031% active | AID 504842; further: potency means the concentration at half of the fitted maximal effect; on the % scale 0 is the no-effect control and ±100 the full control effect; nearly all actives have a fitted effect of over 80% in size
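25 nM Mm-CPN + cpd, 10 min 37°C; + 10 uM ATP, 30 min 37°C; buffer 30 mM Tris pH 7.4, 100 mM KCl, 5 mM MgCl2, 1 mM DTT; Transcreener ADP HTRF detection 30 min RT.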
* marks the source's active call; other numbers are inactive results; i = inactive; ? = inconclusive; · = not tested or not shown; & = joins results of further samples; [ ] = another dose, or the depositor's remark. Unless noted, the call rests on the fitted dose curve; in most records, active means well fitted curve in the direction sought with a large enough effect; inconclusive means small, poorly fitted or top-dose-only effect, or another doubt; inactive means no such curve, though single readings can be large; an effect the other way counts as inactive or inconclusive. Not all compounds are listed; rates above refer to the full screens.

Value order – A549 tox, CCT chaperon mod, Nrf2 inh, Akt phos inh, EPAC2 agonist, TGFb inhibitor, Nrf2 ARE act, EPAC2 antag, Mm-Cpn inhibitor
1. COC(=O)C1=C(c2ccc(F)cc2OCc2ccccc2)C[C@@H]2CC[C@H]1N2C(=O)NCc1ccc(Cl)cc1
  -24%, -1.7, 23µM*, i, 13%, -14%, -0.1%, 1%, -3%
2. COC(=O)C1=C(c2ccc(OC)c(OC)c2)C[C@@H]2CC[C@H]1N2C(=O)N1CCC(O)CC1
  1%, 1.2, 8%, i, -2%, ?, -0.8%, 5%, 1%
3. O=C(NCC1=C(c2ccc3ccccc3c2)C[C@@H]2CC[C@H]1N2Cc1ccco1)c1nccs1
  ·, -1.9, ·, i, 12%, -18%, 5.6%, -9%, ·
4. COc1ccc(C(=O)Nc2nnc(S(=O)(=O)N(CC(C)C)c3ccc(C)cc3)s2)cc1OC
  13%, ·, 113%, ·, ·, ?, 0.8%, ·, ·
5. CC(=O)C1=C(O)C2(C)c3c(O)c(C)c(O)c(C(C)=O)c3OC2CC1=O (stereo unspecified)
  ·, 0.0, ·, i, 6%, ?, 1.3%, 14µM*, ·
6. CCCC(C)C1(CC)C(=O)NC(=Nc2ccccc2)NC1=O (stereo unspecified)
  -21%, -1.7, -18%, i, 4%, 10%, 0.1%, -2%, 1%
7. OC1(c2ccc(F)cc2)CC2CCC(C1)N2Cc1nnnn1C1CCCC1 (stereo unspecified)
  0%, 0.5, 0%, ·, 2%, ?, -0.2%, 13%, 0%
8. O=C1CCCC2=C1C(c1cccnc1)Nc1ccccc1N2 (stereo unspecified)
  -2%, -5.0, -2%, i, 4%, 8%, -0.1%, 7%, -2%
9. Cc1cc(O)c(CN2CC=C(c3ccccc3)CC2)cc1C(C)C
  4%, -0.4, -25%, i, 4%, -1%, -0.2%, -19%, -3%
10. CN(C)CCN(CC1CCCN(Cc2ccccc2F)C1)C(=O)Cc1ccc(F)c(F)c1 (stereo unspecified)
  -4%, 1.3, 4%, i, 5%, -2%, -1.6%, 2%, 0%
11. COC(=O)c1ccc(CSc2nc3c(cnn3-c3ccc(C)cc3)c(=O)[nH]2)o1
  -1%, -8.0, 23µM*, i, -1%, -2%, 0.2%, 3%, -3%
12. C[N+]1(C)CCOC(O)(c2ccc(-c3ccc(C4(O)C[N+](C)(C)CCO4)cc3)cc2)C1 (stereo unspecified)
  2%, -0.4, -2%, ·, 8%, 4%, -0.3%, -10%, 1%
13. Cc1ccc(C2(O)CCN3CCCCC32)cc1 (stereo unspecified)
  5%, 0.8, 8%, i, 6%, -1%, 0.1%, -7%, -1%
14. C=CCN1C(=O)NC(=O)/C(=C/c2ccoc2)C1=O
  -4%, -0.2, -9%, i, -7%, 98%[activator], 2.7%, 1%, -1%
15. CN1CCC2(O)OCCCC2C1 (stereo unspecified)
  -1%, -1.6, -4%, i, 3%, -1%, -0.6%, -2%, -6%

Of the compounds above, these have a furan ring, fused or not.
Value order – A549 tox, CCT chaperon mod, Nrf2 inh, Akt phos inh, EPAC2 agonist, TGFb inhibitor, Nrf2 ARE act, EPAC2 antag, Mm-Cpn inhibitor
3. O=C(NCC1=C(c2ccc3ccccc3c2)C[C@@H]2CC[C@H]1N2Cc1ccco1)c1nccs1
  ·, -1.9, ·, i, 12%, -18%, 5.6%, -9%, ·
11. COC(=O)c1ccc(CSc2nc3c(cnn3-c3ccc(C)cc3)c(=O)[nH]2)o1
  -1%, -8.0, 23µM*, i, -1%, -2%, 0.2%, 3%, -3%
14. C=CCN1C(=O)NC(=O)/C(=C/c2ccoc2)C1=O
  -4%, -0.2, -9%, i, -7%, 98%[activator], 2.7%, 1%, -1%

Remaining list, next part
Value order – A549 tox, CCT chaperon mod, Nrf2 inh, Akt phos inh, EPAC2 agonist, TGFb inhibitor, Nrf2 ARE act, EPAC2 antag, Mm-Cpn inhibitor
16. CCOc1cc(C(=O)N2CCC3(CC2)OCCO3)cc(OCC)c1OCC
  -5%, -1.7, 5%, i, -5%, 4%, -0.5%, 8%, 0%
17. CSc1cccc(CNC(=O)C2CCC(=O)N(Cc3cccc(C(F)(F)F)c3)C2)c1 (stereo unspecified)
  -1%, -0.9, ?, i, -1%, ?, 0.2%, -4%, 1%
18. Cc1ccc(-n2c(O)c(/C=N/c3ncc(Br)cc3Br)c(=O)[nH]c2=O)cc1
  0%, -3.8, 3%, i, -4%, 14%, 0.6%, -4%, -1%
19. COC(=O)c1cccc(N=Cc2c(O)n(Cc3ccc(F)cc3)c(=O)[nH]c2=O)c1
  -3%, 0.6, 4%, i, -9%, -19%, 0.5%, -12%, 0%
20. CCC(=NCCCO)c1c(O)n(-c2ccc(OC)cc2)c(=O)[nH]c1=O
  -1%, -1.4, ?, i, ?, 0%, 0.4%, 10%[57.1 µM], 4%
21. O=C(Nc1ccc(Br)cc1)c1cccc(S(=O)(=O)N2CCc3ccccc32)c1
  -22%, ·, 16µM*, ·, ·, ?, -0.9%, ·, ·
22. CC(=O)Nc1ccc(NC(=O)CN(c2ccc(C34CC5CC(CC(C5)C3)C4)cc2)S(C)(=O)=O)cc1
  -14%, -1.4, -37%, i, -7%, ?, -0.6%, -4%, 2%
23. COC(=O)C1=C(c2cc3ccccc3s2)C[C@@H]2CC[C@H]1N2C(=O)NCc1ccc(F)cc1
  -5%, -0.3, ?, i, 24%, ?, -1.3%, -16%, ·
24. C=CCn1c(O)c(C=Nc2ccc(N(CC)CC)cc2)c(=O)[nH]c1=O
  -11%, -5.7, 3.3µM*, i, 1%, -1%, 5.4%, 5%, 0%
25. CCC1(CC)C(=O)C=CNC1=O
  2%, -0.9, 1%, i, -4%, 2%, 0.4%, 14%, -2%
26. CC(=O)O[C@@]12CO[C@@H]1C[C@H](O)[C@@]1(C)C(=O)[C@H](O)C3=C(C)[C@@H](O)C[C@@](O)([C@@H](OC(=O)c4ccccc4)C12)C3(C)C (stereo partly specified)
  0%, -1.3, 16%, i, 5%, -8%, -0.4%, 11%, -1%
27. CCOC(=O)c1c(-n2c(C)cc(C=C3C(=O)NC(=S)NC3=O)c2C)sc2c1CCCC2
  ?, -0.3, ?, i, 7%, ?, 0.8%, ?, -2%
28. CC12CCC(=O)C=C1CC(O)C1C2CCC2(C)C1CCC2(C)O (stereo unspecified)
  -6%, 0.2, -11%, i, 8%, 2%, 4.8%, -6%, ·
29. CCCCn1c(O)c(C(CC)=NCc2ccc3c(c2)OCO3)c(=O)[nH]c1=O
  1%, -0.1, ?, i, -2%, -17%, 0.3%, -2%, -1%
30. Cc1cc2ccccn2c1C(C[N+](=O)[O-])c1c(F)cccc1Cl (stereo unspecified)
  -5%, 0.4, ?, i, 10%, ?, ?, ?, -3%
31. CC(C)c1ccc(C2N3CCCN23)cc1 (stereo unspecified)
  2%, -1.1, 13%, i, -7%, -2%, -0.2%, 17%, 1%
32. O=C(Nc1nccs1)C(Cl)(Cl)Cl
  3%, -2.2, -4%, i, 18%, 2%, -0.1%, 1%, 1%
33. Cc1cc(C)[n+](C2C3CC4CC(C3)CC2C4)o1 (stereo unspecified)
  1%, -0.5, -12%, i, 12%, 6%, 0.1%, -2%, -1%
34. O=c1[nH]c(O)c(C=Nc2ccc(F)c(Cl)c2)c(=O)[nH]1
  0%, -1.1, 6%, i, 10%, -6%, 0.2%, -11%, -1%
35. CCOC(=O)[C@]12Cc3cc(OC)ccc3[C@H]1N(Cc1ccccc1)C(=O)c1cc(OC)ccc12
  ·, 0.5, ·, i, 6%, ·, 0.0%, -29%, ·
36. COC(=O)C1=C(c2ccc(C(C)=O)cc2)C[C@@H]2CC[C@H]1N2C(=O)N1CCCC1
  1%, -1.7, 7%, i, 16%, -5%, 0.3%, -4%, 1%
37. Clc1cccc(N2CCNCC2)c1Cl
  ?, -0.4, 8%, i, 5%, 25%, 0.7%, 22%[57.1 µM], 3%
38. Cc1c2cnn(CC(=O)N3CCC4(CC3)OCCO4)c(=O)c2c(C)n1Cc1cccc(Cl)c1
  4%, 0.2, -25%, i, 3%, -17%, -0.6%, 4%, 1%
39. Cc1nc(Cl)sc1C(=O)Nc1ccc2ccccc2c1
  -1%, 1.2, ?, i, 12%, 15%, ?, 2%, 3%
40. COc1ccccc1N1CCN(CCc2c[nH]c3cc4c(cc23)OCO4)CC1
  -7%, -0.8, -11%, i, 0%, 0%, 3.4%, 15%, ·
41. O=C(c1ccccc1)c1cn(CC(=O)N2CCOCC2)c2ccccc12
  -6%, -0.4, -13%, i, 0%, 0%, 0.1%, 3%, 1%
42. CCOC(=O)[C@]12Cc3ccccc3[C@H]1N(Cc1ccccc1)C(=O)c1ccccc12
  -11%, 0.4, 7%, i, 11%, -26%&-4%, -3.0%, ?, ·
43. CCn1ccnc1CN1CCCC(C(=O)c2ccc(OC)cc2OC)C1 (stereo unspecified)
  -2%, -1.9, -27%, i, 1%, -8%, -0.6%, 7%, 1%

An excerpt of these results, bar-delimited:
cpd | Molecule | A549 tox | CCT chaperon mod | Nrf2 inh | Akt phos inh | EPAC2 agonist | TGFb inhibitor | Nrf2 ARE act | EPAC2 antag | Mm-Cpn inhibitor
9 | Cc1cc(O)c(CN2CC=C(c3ccccc3)CC2)cc1C(C)C | 4% | -0.4 | -25% | i | 4% | -1% | -0.2% | -19% | -3%
10 | CN(C)CCN(CC1CCCN(Cc2ccccc2F)C1)C(=O)Cc1ccc(F)c(F)c1 (stereo unspecified) | -4% | 1.3 | 4% | i | 5% | -2% | -1.6% | 2% | 0%

Bioassay records as filed in PubChem.
